hcGAS lum: Primary biochemical luminescence assay for human cyclic GMP-AMP synthase inhibitors; Q8N884; recombinant h-cGAS, ATP depletion, Kinase-Glo luminescence; inhibition, % at 12.5 µM; hit rate 0.081% among 290,000;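 also: 0% = vehicle reaction and 100% = reaction without DNA for no activity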
Target sequence (Q8N884 whole entry, looked up): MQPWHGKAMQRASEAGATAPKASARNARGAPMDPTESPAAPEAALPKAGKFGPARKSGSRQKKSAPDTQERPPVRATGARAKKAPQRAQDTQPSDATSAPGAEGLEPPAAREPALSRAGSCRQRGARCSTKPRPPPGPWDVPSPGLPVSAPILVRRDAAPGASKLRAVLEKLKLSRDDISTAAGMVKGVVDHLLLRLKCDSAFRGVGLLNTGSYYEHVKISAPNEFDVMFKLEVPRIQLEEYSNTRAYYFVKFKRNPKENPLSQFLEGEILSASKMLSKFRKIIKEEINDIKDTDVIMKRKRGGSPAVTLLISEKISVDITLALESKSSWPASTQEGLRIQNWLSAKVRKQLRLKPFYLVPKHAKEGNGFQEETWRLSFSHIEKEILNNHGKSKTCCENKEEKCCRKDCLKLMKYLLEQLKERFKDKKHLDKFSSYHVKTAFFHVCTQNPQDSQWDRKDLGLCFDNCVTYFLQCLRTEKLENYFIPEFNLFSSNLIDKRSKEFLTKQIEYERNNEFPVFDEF
mcGAS inh: cyclic GMP-AMP synthase inhibitors, mouse, primary biochemical chemiluminescence; inhibition, % at 12.5 µM; hit rate 0.15% among 160,000; Q8C6L5; recombinant cGAS, Kinase-Glo ATP depletion luminescence;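 also: 0% = negative control wells and 100% = reference inhibitor with no enzyme activity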
NPYLR7 ag: agonists of mosquito NPYLR7 receptor, primary screen, cell-based, Aedes aegypti, calcium fluorescence, mosquito biting behavior; AID 1259423, 2018; HEK293T NPYLR7/Galpha15, GCaMP6s calcium fluorescence; Aedes aegypti neuropeptide Y-like receptor 7 (NPYLR7); hit rate 0.15% among 270,000; activation, % at 10 µM; in the data active = activation above about 40%;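 also: 0% = vehicle and 100% = reference agonist at the receptor; some compounds past the cut are filed as inactive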
Active calls of the source: *; x = no result given; & = joins results of further samples. Rule as the data show it, unless noted: active = inhibition above about 40%; inactive = the rest.

SMILES | hcGAS lum | mcGAS inh | NPYLR7 ag
CC(C)CCNC(=O)CC1Sc2ccc(C(F)(F)F)cc2NC1=O (centres undefined) | -2 | -1 | 5
COc1cccc(C(CN2CCN(C(=O)c3cc4ccccc4s3)CC2)OCc2ccc(C#N)cc2)c1 (centres undefined) | -12 | -6 | x
Cc1ccc2occ(-c3nn[nH]n3)c(=O)c2c1 | -1 | x | -4
O=C(O)c1ccc2c(c1)-c1cc(C(=O)O)ccc1S2(=O)=O | 1 | 0 | -2
CCOC(=O)C1=C(C)N(C)C(=O)NC1c1ccc(F)cc1 (centres undefined) | -4 | x | -6
Cc1ccc(CN(CCc2ccccc2)C(=O)CN(Cc2cccc(F)c2F)C2CC2)o1 | -1 | -4 | 6
O=C1/C(=C/c2ccc(-c3ccc(Br)cc3)o2)C=C(c2ccccc2)N1c1ccc(Cl)cc1Cl | -7 | -7 | -2
COc1ccc(N2CCN(c3cc(C(C)(C)C)nc(SCc4ccc(C(=O)NCC5CC5)cc4)n3)CC2)cc1 | -1 | -2 | 1
O=C(CCS(=O)(=O)c1ccccc1)N(CCn1cccn1)c1nc2ccccc2s1 | 1 | 0 | -22
Cc1sc2nc(SC(C)C(=O)NC3CC3)[nH]c(=O)c2c1-c1ccc(F)cc1 (centres undefined) | -3 | x | 1
CCN(CC)S(=O)(=O)c1ccc(O)c(NC(=O)CC(C)C)c1 | -5 | -16 | -2
Cc1cc(Cc2ccc(S(=O)(=O)Nc3ccccc3C(C)C)cc2)c(=O)[nH]n1 | -4 | -7 | 0
CC(=O)N1N=C(c2ccc(Br)cc2)CC1c1ccccc1F (centres undefined) | -5 | -7 | 6
Cc1cc(C)c(S(=O)(=O)N2CCC3(CC2)OCCO3)c(C)c1 | -4 | x | 2
O=C1CC(c2nc3cc(F)c(F)cc3c(=O)[nH]2)CN1CC1CCC1 (centres undefined) | -10 | -10 | -5
O=C(NN=Cc1ccc(O)cc1)c1cc(C23CC4CC(CC(C4)C2)C3)[nH]n1 | -6 | -5 | 3
CC1CCCN(S(=O)(=O)CCN2C(=O)NC(C)(C)C2=O)C1 (centres undefined) | -6 | x | 12
COc1ccc(-c2nc(CN(C)Cc3ccco3)co2)cc1 | -5 | x | 6
NC(=O)C1CCN(c2ccc3cccc(OCc4ccc(Br)cc4)c3n2)CC1 | -4 | -8 | 7
O=C(NNC(=O)c1cccs1)c1ccc(=O)n(Cc2ccc(Cl)cc2)c1 | -4 | -5 | -6
CC(C)c1c(C(=O)O)cnn1-c1ccc(C(F)(F)F)cn1 | -14 | x | 0
O=c1c2cc(Br)ccc2nc(-c2ccccc2I)n1Cc1ccccc1 | -8 | -8 | 6
O=[N+]([O-])c1ccc(-c2ccc(-c3csc(Nc4ccccn4)n3)o2)c(Cl)c1 | -2 | x | -4
O=C(Cn1nc(C2CC2)c2cnn(-c3ccccc3)c2c1=O)N1CCc2ccccc21 | -3 | x | 6
Cc1csc(SCCCn2c(=O)c3c(ncn3C)n(C)c2=O)n1 | -3 | x | 18

Arranged by heavy-atom count (high to low): 4 of the compounds above
SMILES | hcGAS lum | mcGAS inh | NPYLR7 ag
O=C1/C(=C/c2ccc(-c3ccc(Br)cc3)o2)C=C(c2ccccc2)N1c1ccc(Cl)cc1Cl | -7 | -7 | -2
O=[N+]([O-])c1ccc(-c2ccc(-c3csc(Nc4ccccn4)n3)o2)c(Cl)c1 | -2 | x | -4
CCN(CC)S(=O)(=O)c1ccc(O)c(NC(=O)CC(C)C)c1 | -5 | -16 | -2
Cc1ccc2occ(-c3nn[nH]n3)c(=O)c2c1 | -1 | x | -4

The list goes on.
SMILES | hcGAS lum | mcGAS inh | NPYLR7 ag
CCCCNC(=S)NC1CCC(NC(=S)NCCCC)CC1 (centres undefined) | -5 | -5 | 3
CCc1nc2n(n1)C(=O)C(C(c1cccc(C(F)(F)F)c1)N1CCC(C(=O)OC)CC1)S2 (centres undefined) | -6 | -8 | -2
CCn1c(CN2CCN(C3CCCCC3)C(CCO)C2)nc2ccccc21 (centres undefined) | -3 | -9 | x
COCCOCC(=O)N1CCC(n2cnc3ccc(F)cc32)CC1 | -8 | -10 | 7
O=C(NCCCN1CCOCC1)C(C1CCCC1)N1CCN(C(=O)c2cccc(Br)c2)CC1 (centres undefined) | -2 | -3 | -7
COc1cccc(-n2nc(C(=O)NC3CC3)c(=O)n(Cc3cccc(C)c3)c2=O)c1 | 2 | 0 | -7
O=S(=O)(NCc1cccc(Cl)c1)c1ccccc1Cl | -11 | x | -9
COc1cc2c(cc1OC)C(c1ccccc1)N(C(=O)c1ccc(-c3cccc(Cl)c3)s1)CC2 (centres undefined) | -1 | -4 | 1
CCCNC(=O)C1(C)CCCN(Cc2sc(C)nc2C)C1 (centres undefined) | -20 | x | 1
COc1ccc(CC(=O)NC(C)c2cccs2)cc1F (centres undefined) | 1 | x | -3
O=C(NC1CCS(=O)(=O)C1)c1ccc(Br)o1 (centres undefined) | -6 | x | -2
O=C(CC1C(=O)NCCN1Cc1cccc(C(F)(F)F)c1)NCCc1cnccn1 (centres undefined) | -7&-8 | -10 | 12
O=C(NC1CC1)C1CCN(C2CCN(Cc3cccc4nonc34)CC2)CC1 | 0 | x | 17
O=C1NC(C(=O)O)=CC(c2ccc(F)cc2F)N1 (centres undefined) | -8 | x | 0
CCCCC1=NC2(CCN(C(=O)c3cc(C)nn3CC)CC2)C(=O)N1 | 1 | -12 | 4
O=c1c2nnn(-c3ccc(Br)cc3)c2ncn1Cc1cccc(C(F)(F)F)c1 | 0 | -3 | -3
CCSCCN1CCC2(CC1)Nc1ccccc1C(=O)N2CC(C)C | 0 | x | -1
COc1ccc(-c2cccc(Cl)c2Cl)nn1 | 0 | -15 | 2
Cc1ccnn1CCC(=O)N[C@H]1[C@@H]2CCO[C@@H]2[C@@H]1C1CCCC1 | 5 | -3 | x
CC(NC(=O)c1sccc1-n1cnnn1)c1ccc(OC(F)F)cc1 (centres undefined) | -1 | x | 0
CCN(Cc1ccncc1)C(=O)CC(=O)Nc1cccc(Cl)c1C | -4 | x | -2
COc1ccccc1-n1c(=C(C#N)C#N)sc(=Cc2ccccc2F)c1=O | 3 | x | 31
CCCc1[nH]n(C)c(=O)c1C1=C(N2CCCCC2)C(=O)N(c2ccc(OC)cc2OC)C1=O | -2 | -2 | 11
Cc1ccc2oc(C(=O)N3CCCN(c4nc5ccccc5s4)CC3)c(C)c2c1 | 3 | -5 | 2
Cc1cc(C=CC(=O)O)c(C)n1C1CCCCC1 | 4 | x | -2

Not a retest: entries from further up.
SMILES | hcGAS lum | mcGAS inh | NPYLR7 ag
CCSCCN1CCC2(CC1)Nc1ccccc1C(=O)N2CC(C)C | 0 | x | -1
COc1ccc(-c2cccc(Cl)c2Cl)nn1 | 0 | -15 | 2
Cc1ccnn1CCC(=O)N[C@H]1[C@@H]2CCO[C@@H]2[C@@H]1C1CCCC1 | 5 | -3 | x
CC(NC(=O)c1sccc1-n1cnnn1)c1ccc(OC(F)F)cc1 (centres undefined) | -1 | x | 0
CCN(Cc1ccncc1)C(=O)CC(=O)Nc1cccc(Cl)c1C | -4 | x | -2
COc1ccccc1-n1c(=C(C#N)C#N)sc(=Cc2ccccc2F)c1=O | 3 | x | 31

Next section:
SMILES | hcGAS lum | mcGAS inh | NPYLR7 ag
COc1cc(C)c(Br)cc1S(=O)(=O)N(C)C | 2 | -2 | 0
Cc1noc(C)c1CCC(=O)N1CCN(CC2CCCO2)CC1 (centres undefined) | -8 | x | 8
O=C1c2ccccc2C(=O)c2c1cccc2[N+](=O)[O-] | 6 | -6 | -4
CCOC(=O)c1sc(N=Nc2c(O)[nH]c(=S)[nH]c2=O)c(C(=O)OCC)c1C | -2 | -5 | 3
CC(C)c1cc(C(C)C)c(C(=O)NCc2ccc(-c3ncc(-c4ccc(F)cc4)[nH]3)cc2)c(C(C)C)c1 | -4 | -5 | 0
Cc1cc(C)c(NC(=O)CCc2c(C)noc2C)c(C)c1 | -7 | x | -2
Cc1c(O)cc2n(c1=O)-c1ccccc1C2(C)C | -4 | x | 5
CC(C)(C)OC(=O)CSc1nc2scc(-c3cccs3)c2c(=O)[nH]1 | 3 | 0 | 7
COCCN(Cc1ccc(C(O)(c2cccs2)c2cccs2)o1)Cc1ccccc1F | -6 | 0 | 16
NC1CCN(c2ccccc2C(=O)N2CCN(C(=O)C3CCCO3)CC2)CC1 (centres undefined) | 5 | x | -9
COCCNC(=O)C1=CC(c2ccco2)=NS(=O)(=O)N1C | 3 | x | 2
COc1ccc(-c2cc3c(n(C)c2=O)CCN(C(=O)c2cc(C(F)(F)F)[nH]n2)C3)c2ccc(C)nc12 | -26 | -7 | 21
Cc1cccnc1C(NC(=O)COCc1ccccc1)C(C)C (centres undefined) | -8 | x | -1
COc1ccc(C23CC4CC(CC(C(=O)NC5CC5)(C4)C2)C3)cc1 | -14 | -8 | 1
COCc1nc(C)cc(N(C)C2CCCC2c2ccc(C)cc2)n1 (centres undefined) | -14 | x | 2
Cc1cccc(N(C)CC(=O)c2c[nH]c(C(=O)N3CCCC3)c2)c1C | -6 | x | -2
COc1ncccc1CNC(=O)N1CCC(Cc2ccccc2)CC1 | 7 | x | -3
COc1ccc(CNC(=O)CCC2CCCN(C(=O)CN3CCOC3=O)C2)c(OC)c1 (centres undefined) | -2 | x | 1
Cc1csc(CN(C)C(=O)c2nn(-c3ccccc3)cc2O)n1 | -5 | x | -7
Cc1c(CCNC(=O)c2ccc(F)cc2)sc2nc(-c3ccc(F)cc3)nn12 | -2 | -5 | 2
CCN1C(=O)C2C(C)NC3(C(=O)Nc4ccccc43)C2C1=O (centres undefined) | 3 | -1 | 2
CC1(C)OCC(CCOC(=O)c2cccc(NC(N)=O)c2)O1 (centres undefined) | 2 | x | 1
Cc1ccccc1C1(O)CCN(Cc2ccnc(C(C)C)n2)C1 (centres undefined) | -6 | x | 19
Cc1ccc2nc(CN(C)c3cc(N(C)C)ncn3)[nH]c2c1 | -2 | -11 | 1
CCc1c(C)nc(-c2cccc(F)c2)nc1N1CCN(C(=O)C2CC2)CC1 | -7 | -3 | 17

Remaining list, next part
SMILES | hcGAS lum | mcGAS inh | NPYLR7 ag
COCCN(CC1CN(Cc2ccsc2)CC1c1cccc(F)c1)C(=O)COC (centres undefined) | -4 | -5 | x
CCOC(=O)Oc1cc2oc(=O)sc2cc1Br | 0 | x | 4
COc1ccc(-n2c(SCc3cccc(C)c3)nnc2C2CCCCC2)cc1 | -5 | -5 | x
CCC(CC)NC(=O)CSc1nnc(Cc2csc(C)n2)o1 | -4 | x | 1
COc1ccc(CCC(=O)NCCn2ncc3c(N4CCN(c5ccccc5)CC4)ncnc32)cc1 | -10 | -8 | 1
CCOC(=O)c1ccc(N=Cc2ccc(C)s2)cc1 | -17 | x | 4
O=C(CSc1ccc2nnc(CCNC(=O)c3ccccc3)n2n1)OCc1ccccc1 | -4 | -5 | 17
COc1ccc2c(c1)C1(SCCN1C(=O)c1ccco1)C(=O)N2Cc1ccccc1Cl (centres undefined) | -3 | -4 | 10
O=C(Cn1cncn1)NC1CCCN(CC2CCCCC2)C1 (centres undefined) | -5 | x | -5
O=c1cccc2n1CC1CC2CN(c2nc(NCCC3=CCCCC3)nc(N3CCOCC3)n2)C1 (centres undefined) | -5 | x | -5
CC(/C=C1\N=C(c2ccc(Cl)cc2Cl)OC1=O)=C\c1ccccc1 | 1 | x | -1
CCc1nc2c(OCC(=O)C(C)(C)C)cccn2c1N(C)C(=O)c1ccc(C)cc1 | 3 | 0 | -15

Of the compounds above, these have a COOH group.
SMILES | hcGAS lum | mcGAS inh | NPYLR7 ag
O=C(O)c1ccc2c(c1)-c1cc(C(=O)O)ccc1S2(=O)=O | 1 | 0 | -2
CC(C)c1c(C(=O)O)cnn1-c1ccc(C(F)(F)F)cn1 | -14 | x | 0
O=C1NC(C(=O)O)=CC(c2ccc(F)cc2F)N1 (centres undefined) | -8 | x | 0
Cc1cc(C=CC(=O)O)c(C)n1C1CCCCC1 | 4 | x | -2
